Screening results as filed in PubChem BioAssay.
HT1080 IDH1KD tx: qHTS for induction of synthetic lethality in tumor cells producing 2HG: qHTS for the HT-1080-IDH1KD cell line | HT-1080 IDH1 knockdown viability, ATP luminescence, 48 h | Potency, µM (doses to about 46.1 µM), for inactives: top-dose activity, negative = toxicity, most hits filed as cytotoxic | 360,000 tested, 2% active | AID 686971, 2013;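 further: potency means the concentration at half of the fitted maximal effect; 0% = DMSO wells and -100% = cell-free medium wells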
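Knockdown cells (IDH1KD HT-1080) received compounds 2 h after plating at 750 cells/well and were kept 48 h at 37 °C in 5% FBS RPMI. A CellTiter-Glo luminescence read gave % activity for curve fitting.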
HT1080-NT tox: qHTS for induction of synthetic lethality in tumor cells producing 2HG: qHTS for the HT-1080-NT fibrosarcoma cell line | 360,000 tested, 1.6% active | Potency, µM (titrated, usually from 46.1 µM), without a hit: at the top dose activity, negative = less viability, actives largely listed as cytotoxic | HT-1080-NT fibrosarcoma viability, CellTiter-Glo ATP luminescence, 48 h;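 further: NT is the 2HG producing partner of a matched IDH1 knockdown line; potency means the concentration at half of the fitted maximal effect; 0% = DMSO-treated cells and -100% = media-only wells without cells; nearly all actives have a fitted effect of over 55% in size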
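Fibrosarcoma NT cells, 750 per well in 5% FBS RPMI, were exposed to compound for 48 hours. Viability: CellTiter-Glo luminescence.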
IL-1B inflam inh: qHTS for Inhibitors of Inflammasome Signaling: IL-1-beta AlphaLISA Primary Screen | THP-1 LPS/ATP IL-1B secretion, AlphaLISA, 16 h; stronger effect = lower value | activity change, % at 57.5 µM | 360,000 tested, 4.7% active; in the data active means activity change below about -50%; inconclusive means mostly about -30% to -49%; further: on the % scale 0 is the no-effect control and ±100 the full control effect
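Secreted IL-1B measured by AlphaLISA bead assay after 16 h compound exposure of THP-1 cells; compounds (final up to 57.5 uM) added 1 h before LPS (250 ng/mL) and ATP (1.25 mM) stimulation; lower signal means less secretion.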
KB-V1 cytotox: qHTS assay for MDR1-selective chemotherapeutics: Primary screen using the drug-selected MDR subline cells KB-V1 | KB-V1 MDR cells viability, CellTiter-Glo, 72 h | Potency, µM (doses to about 46.1 µM), for inactives: top-dose activity change, negative = cytotoxicity, hits mostly cytotoxic | 400,000 tested, 3.4% active | AID 1347076, 2019; further: potency means the concentration at half of the fitted maximal effect; on the % scale 0 is the no-effect control and ±100 the full control effect; nearly all actives have a fitted effect of over 60% in size
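In this primary screen, KB-V1 cells overexpressing P-gp are incubated with library compounds (lowest to highest concentration) for 72 h at 37 degrees C before a luminescent ATP viability read.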
MCF10A rerep: A quantitative high throughput screen for small molecules that induce DNA re-replication in MCF 10a normal breast cells | MCF 10A DNA re-replication, Hoechst nuclear intensity, 48 h | 350,000 tested, 2.9% active | Potency, µM (highest dose often 46.1 µM), without a hit: at the highest dose activity, positive = re-replication, most hits filed as activators | AID 624296, 2012; further: potency means the concentration at half of the fitted maximal effect; % of control where 0% means no effect; nearly all actives have a fitted effect of over 50% in size
KB-3-1 tox: qHTS assay for MDR1-selective chemotherapeutics: Primary screen using the parental adenocarcinoma cell KB-3-1; KB-3-1 viability, CellTiter-Glo ATP luminescence, 72 h; Potency, µM (highest dose often 46.1 µM), for the others: at the top dose activity change, negative = cytotoxic, actives largely listed as cytotoxic; 400,000 tested, 1.4% active; AID 1347075, 2019; further: potency means the concentration at half of the fitted maximal effect; on the % scale 0 is the no-effect control and ±100 the full control effect; nearly all actives have a fitted effect of over 60% in size
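Cytotoxicity in the drug-sensitive parental line KB-3-1 was scored as loss of CellTiter-Glo luminescence following 72 h incubation with compound. Values come from curve fitting of normalized concentration-response data.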
D3 ag: qHTS of D3 Dopamine Receptor Agonist: qHTS; max activation, %; D(3) dopamine receptor (Homo sapiens), P35462; 410,000 tested, 0.58% active; AID 652048, 2013; D3R DiscoveRx beta-arrestin cells, luminescence, 90 min; in the data active means max activation above about 30%; further: 0% is about no effect; mostly tested at two doses, the higher about 12 µM
Target sequence (P35462 whole entry, looked up): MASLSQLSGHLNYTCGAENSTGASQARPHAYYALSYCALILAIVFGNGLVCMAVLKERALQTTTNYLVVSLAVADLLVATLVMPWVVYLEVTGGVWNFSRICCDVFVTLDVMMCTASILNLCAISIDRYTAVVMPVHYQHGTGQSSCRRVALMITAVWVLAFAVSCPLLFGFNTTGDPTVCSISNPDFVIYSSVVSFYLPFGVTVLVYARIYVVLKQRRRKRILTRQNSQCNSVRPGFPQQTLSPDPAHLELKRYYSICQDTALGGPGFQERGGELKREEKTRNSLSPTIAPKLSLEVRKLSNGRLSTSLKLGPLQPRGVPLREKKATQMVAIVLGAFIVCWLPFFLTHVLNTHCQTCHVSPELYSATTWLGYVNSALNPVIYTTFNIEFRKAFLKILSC
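Agonist mode: compounds and dopamine controls were applied to plated cells for 90 min at 37 degrees C after an overnight attachment at 1500 cells/well. Luminescent read-out followed 30 - 60 minutes at room temperature with DiscoveRx detection reagent.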
HEK293 tox: qHTS of GLP-1 Receptor Inverse Agonists: Cytotox Screen; HEK293 cAMP-luciferase reporter cells, luminescence, 24 h; Potency, µM (series often up to 38.3 µM), without a hit: at the top dose activity change, negative = inhibition, most hits filed as inhibitors; 410,000 tested, 0.13% active;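 further: loss of luciferase light is scored as toxicity; potency means the concentration at half of the fitted maximal effect; on the % scale 0 is the no-effect control and ±100 the full control effect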
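1536-well qHTS counterscreen of the MLSMR; 200 cells/uL, 12 h pre-incubation, 23 nL cpd, 24 h at 37 deg C 5% CO2, luciferase detection reagent, 12 min RT, luminescence. Inhibition = undesired.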
SW480 rereplic: A quantitative high throughput screen for small molecules that induce DNA re-replication in SW480 colon adenocarcinoma cells; 340,000 tested, 1.8% active; Potency, µM (series often up to 46.1 µM), inactives show at the top dose re-replication activation, actives largely listed as activators; SW480 DNA re-replication, Hoechst DNA content imaging, 48 h; further: potency means the concentration at half of the fitted maximal effect; % of control where 0% means no effect; nearly all actives have a fitted effect of over 55% in size
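Cells (250 per well) received 23 nL compound or DMSO by pin tool and were kept 48 hr at 37 C, 5% CO2. Nuclei were then stained with Hoechst for 40 min and scanned for DNA content.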
* marks the source's active call; other numbers are inactive results; i = inactive; ? = inconclusive; nt = not tested or not shown; & = joins results of further samples; [ ] = dose if it differs, or a comment. Unless noted, the call rests on the fitted dose curve; in most records, active means well fitted curve in the direction sought with a large enough effect; inconclusive means small, poorly fitted or top-dose-only effect, or another doubt; inactive means no such curve, though single readings can be large; an effect the other way counts as inactive or inconclusive.

SMILES	HT1080 IDH1KD tx	HT1080-NT tox	IL-1B inflam inh	KB-V1 cytotox	MCF10A rerep	KB-3-1 tox	D3 ag	HEK293 tox	SW480 rereplic
COc1ccccc1CNC(=O)C(=O)NCCC1CCCCN1S(=O)(=O)c1ccc(C)cc1 (stereo not drawn)	-23%	-8%	-1	-14%	3%	-13%	-6	11%	-2%
CCc1ccc(/C=N/NC(=O)c2cc(-c3ccccc3OC)nc3ccccc23)s1	-10%	-14%	-6	-9%	-1%	?	-15	0%	1%[9.22 µM]
Cc1ccccc1N1CCN(C(=O)c2cc(C3CC3)nn2-c2ccccc2)CC1	?	?	2	-30%	23%	?	-3	-18%	6%
CCc1cccc(NC(=O)CN(C)S(=O)(=O)c2cccc3cccnc23)c1	-1%	8%	-23	-1%	-5%	2%	3&17	-15%&3%	?
CCOc1ccc(-c2nc(CN3CCCCC3CCn3cccn3)c(C)o2)cc1 (stereo not drawn)	-2%	?	-11	?	?	-2%	-1	?	?
COC(=O)C1Cc2c([nH]c3ccccc23)C(C(C)C)N1 (stereo not drawn)	-18%	-2%	6	4%	-13%	7%	3	0%	-1%
S=C(Nc1ccccc1)N1CCc2ccccc21	2%	3%	23	10%	5%	1%	3	-4%	0%
COc1ccc(CCCc2nnc(SCc3nc4ccccc4c(=O)[nH]3)n2C)cc1	-7%	-18%	11	-20%	?	-13%	11	-13%	-26%
COc1cccc(OCc2nc3ccccc3n2Cc2ccccc2C)c1	nt	nt	nt	-2%	nt	-15%	4	-3%	nt
CCCCNC(=O)c1onc(CSc2ccc(F)c(F)c2)c1C(=O)NCCCC	6%	1%	-16	0%	?	12%	7	?	-6%
O=C(O)CN=C(NS(=O)(=O)c1ccccc1)c1ccccc1	16%	22%	17	28%	3%	12%	5	-28%	-7%
Cc1ccccc1NC(=O)CS(=O)(=O)c1cccc2nsnc12	nt	nt	nt	10%	nt	-5%	-1	2%	nt
O=C(COc1coc(CN2CCc3ccccc3C2)cc1=O)N1CCOCC1	-7%	3%	12	-19%	13%	1%	-4	7%	0%
COc1ccccc1CNC(=O)C1CCN(S(=O)(=O)c2cccc3cccnc23)CC1	1%	1%	-1	0%	-1%	4%	-8	2%	0%
Brc1cccc(-c2cnco2)c1	1%	0%	-11	-18%	1%	-4%	5	-2%	12%
CCCC(C)(C)C(=O)N1CCC1(C)C(=O)Nc1cccc(OC)c1 (stereo not drawn)	-1%	17%	-8	?	nt	2%	4	-10%	nt
Cc1ccc(C)c(NS(=O)(=O)c2cc3c(cc2C)n(C)c(=O)c(=O)n3C)c1	nt	nt	nt	0%	nt	0%	11	-2%	nt
Cc1ccnc(NC(=O)C2CCC(CNc3c(N4CCCC4)c(=O)c3=O)CC2)c1 (stereo not drawn)	-9%	-17%	-67*	-5%	?	?	-1	-16%	13%
CCn1c(C(C)NC(C)=O)nc2ccccc21 (stereo not drawn)	1%	8%	11	?	6%	0%	3	2%	-17%
CSc1ccc(/C=C/C(=O)OCC(=O)NC2CCCCCC2)cc1	11%	0%	35	4%	nt	5%	4	1%	nt
O=C(Cc1ccccc1Cl)Nc1ccc(S(=O)(=O)Nc2nccs2)cc1	1%	5%	-12	-3%	4%	13%	7	3%	2%
O=C(Nc1cccc(Cl)c1)C1CCN(C(=O)c2cccs2)CC1	2%	-25%	-10	-5%	6%	-4%	-22	-1%	21%
Nc1nnc(CCOc2ccc(Cl)cc2)s1	-4%	-2%	9	5%	-7%	-9%	3	0%	-7%
CCN1CCN(Cc2c(O)ccc3c2O/C(=C\c2ccc(C)cc2)C3=O)CC1	2%	6%	-16	1%	2%	-2%	2	397%[activator]	-2%
O=C(CC1C(=O)NCCN1CC1CCCCC1)NCc1ccc(F)cc1 (stereo not drawn)	2%	2%	-10	5%	1%	1%	-5	-5%	-4%
SMILES	HT1080 IDH1KD tx	HT1080-NT tox	IL-1B inflam inh	KB-V1 cytotox	MCF10A rerep	KB-3-1 tox	D3 ag	HEK293 tox	SW480 rereplic
CSc1nc(-c2ccc(Cl)cc2Cl)[nH]c(=O)c1C#N	2%	-13%	i	-6%	?	-23%	-10	-19%	-8%
O=C(O)CCCC(=O)Nc1ccc(N=Nc2ccccc2)cc1	4%	4%	-1	17%	-4%	3%	-5	-11%	-2%
Cc1ccc(OCCC(=O)OCC(=O)Nc2ccc3c(c2)OCCO3)cc1	0%	6%	-17	16%	17%	2%	5	-12%	-1%
O=C(N/N=C/c1ccc2nccnc2c1)c1ccncc1	19%	28%	-6	12%	-1%	5%	-10	2%	2%
CCOCc1nnc(NC(=O)c2cccs2)s1	1%	3%	-13	6%	-1%	-2%	0	-3%	1%
O=C(NC1CCCC1)c1cnn2c(C(F)(F)F)cc(-c3ccc4c(c3)OCO4)nc12	10%	4%	15	?	11%	-7%	6	6%	1%
COc1cc(/C=C2/C(=N)N3N=C(C(C)C)SC3=NC2=O)ccc1OS(=O)(=O)c1ccccc1	-1%	-17%	3	1%	?	-5%	-3	7%	8%
CCC(NC(=O)COc1cc2c(c3oc(=O)c(C)c(C)c13)CCC(C)(C)O2)C(=O)O (stereo not drawn)	9%	9%	-3	4%	0%	28%	5	0%	-8%
CC1(C(=O)Nc2ccc(Cl)cc2)Cc2c(-c3ccc4c(c3)OCO4)ccnc2O1 (stereo not drawn)	?	?	64	?	nt	?	-1	-22%	nt
O=C(CCCl)Nc1nc2c(s1)CCc1ccccc1-2	9.2µM*	9.2µM*	-98*	-27%	18µM*	?	-6	-17%	?
COc1ccc(C(=O)Nc2cccc(NC(=O)c3cccs3)c2)cc1OC	-15%	3%	?	-5%	?	-3%	-2	-10%	2%
COc1ccc(-c2nc(C)c(C(C)=O)n2O)cc1OC	5%	8%	-16	1%	-1%	3%	-1	-1%	2%
O=C(NCC1CCCO1)c1ccc[nH]1 (stereo not drawn)	-6%	0%	1	-8%	-5%	-1%	-7	10%	0%
COc1ccc(NC(=O)C(=O)NCC(=O)Nc2cccc(C(F)(F)F)c2)cc1	4%	-12%	11	3%	-3%	8%	4	3%	2%
COc1ccc(-c2c(C#Cc3ccc(N(C)C)cc3)c3ccccc3n2C)cc1	-12%	-2%	-8	1%	?	-35%	-2	7%	?
CCC1CN(C(=O)N2CCC(C(=O)NCc3ccccc3OC)CC2)c2cc(C)ccc2O1 (stereo not drawn)	-13%	-4%	5	-9%	2%	-17%	12	-18%	136%
CC(=O)c1cccc(NC(=O)c2cccc3c(-c4cccnc4)coc23)c1	-22%	-21%	0	?	nt	-2%	-8	-28%	nt
N#CC1=C(Nc2ccccc2Cl)SC(c2ccccc2O)NC1=O (stereo not drawn)	1%	5%	-1	11%	?	2%	0	-33%	3%
COC(=O)[C@@]12C[C@@H](CC(=O)NCc3ccccc3)C(=O)N(Cc3ccco3)C1=CCC(C)(C)C2	-7%	1%	-16	?	nt	-3%	-15	0%	nt
Cc1ccccc1C1N=C2Oc3ccccc3C=C2C(=O)N1 (stereo not drawn)	-6%	-17%	-5	4.1µM*	nt	7.3µM*	-1	-5%	nt
COC(=O)c1ccc(/C=N/N2CCN(Cc3ccccc3)CC2)cc1	3%	-6%	-1	4%	6%	-7%	1	-9%	-12%
Cc1ccc(C2C(C#N)=C(N)Oc3n[nH]c(-c4cccs4)c32)s1 (stereo not drawn)	7%	-7%	?	21%	-1%	10%	-7	-2%	-5%
CN1OC[C@@H]2CN(Cc3cc(Cl)cc(Cl)c3)[C@H](c3cccc(Oc4ccccc4)c3)C[C@@H]21	0%	-2%	?	0%	?	0%	-5	1%	3%
CCn1c(CCc2ccccc2)n[nH]c1=S	-1%	?	-6	?	2%	-2%	4	16%[7.66 µM]	-2%
Cn1c(=O)oc2cc(S(=O)(=O)NCc3ccccn3)ccc21	12%	9%	-5	?	1%	-2%	5	0%	-9%
Nc1nc(-c2ccco2)c(-c2ccco2)s1	0%	-2%	-15	0%	13%	3%	-12	-1%	1%
COc1ccc(Br)cc1/C=N/N1CCN(Cc2ccccc2)CC1	5%	3%	-1	2%	8%	-1%	-18	4%	-2%
CCOC(=O)c1ccc(NC(=O)c2c(NCc3cccs3)sc3c2CCCCC3)cc1	nt	nt	nt	-6%	nt	-8%	-14	3%	nt
COc1ccc(N2CC(C(=O)OCC(=O)NCc3ccccc3)CC2=O)cc1 (stereo not drawn)	-12%	0%	4	1%	-3%	-1%	-13	2%	21%
O=C(CCCn1cc([N+](=O)[O-])cn1)NCc1ccccc1	25%	14%	-10	3%	0%	23%	-9	11%	-18%

Profiles, quoted from the list. Values in the order: HT1080 IDH1KD tx | HT1080-NT tox | IL-1B inflam inh | KB-V1 cytotox | MCF10A rerep | KB-3-1 tox | D3 ag | HEK293 tox | SW480 rereplic
`N#CC1=C(Nc2ccccc2Cl)SC(c2ccccc2O)NC1=O` (stereo not drawn) as listed: 1% | 5% | -1 | 11% | ? | 2% | 0 | -33% | 3%
`O=C(O)CCCC(=O)Nc1ccc(N=Nc2ccccc2)cc1` as listed: 4% | 4% | -1 | 17% | -4% | 3% | -5 | -11% | -2%
`CCOCc1nnc(NC(=O)c2cccs2)s1` as listed: 1% | 3% | -13 | 6% | -1% | -2% | 0 | -3% | 1%
`COc1ccc(NC(=O)C(=O)NCC(=O)Nc2cccc(C(F)(F)F)c2)cc1` as listed: 4% | -12% | 11 | 3% | -3% | 8% | 4 | 3% | 2%
